CIT2-GFP yeast = alters CIT2-GFP fluorescence in TOR pathway yeast screen. S. cerevisiae CIT2-GFP strain, flow cytometry, 3 h; 100 means same as DMSO wells. GFP response vs DMSO, % at 10 µM. actives 0.065% (n = 320,000). AID 2029;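 active means GFP response relative to DMSO above a set limit, near the screen mean plus 3 SD, cut at about 150% in these data; inconclusive means Fewer than 70 cells measured for a yeast strain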;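 further: ratio of well median GFP fluorescence to mean of DMSO wells on the plate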
MEP2-GFP yeast = modulators of TOR pathway MEP2-GFP in S. cerevisiae; GFP response vs DMSO, % at 10 µM; actives 0.51% (n = 330,000); S. cerevisiae MEP2-GFP strain, flow cytometry GFP, 3 h; 100% = DMSO control level;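 active means GFP response versus DMSO above a set limit, roughly screen mean plus 3 SD, cut at about 180% in these data; inconclusive means fewer than 70 cells counted for a yeast strain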;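 further: median GFP fluorescence of the barcode-gated MEP2-GFP cells per well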
GRK2 aptamer HTS = inhibitors of human GRK2 displacing RNA aptamer; bead flow cytometry, FAM-aptamer displacement from GRK2; actives 0.59% (n = 330,000); inhibition of aptamer binding, % at 10 µM; P25098;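 active means inhibition of aptamer binding above 40%, roughly 3 SD of noise, on plates passing a quality check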;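 further: median bead fluorescence of bound FAM aptamer so fluorescent compounds give negative values; no value below 0 was filed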
VLA-4 inh = inhibition in a human VLA-4 binding assay; inhibition, % (about 7 µM as worked out from the volumes in the protocol); VLA-4 expressing cells, ligand binding flow cytometry; P13612; AID 2557; actives 0.2% (n = 330,000); in the data active means inhibition above about 50%
GASC-1 inh = inhibitors of human GASC-1 (JMJD2C) demethylase; AID 2099; Q9H3R0; actives 0.069% (n = 330,000); GST-JMJD2C(1-420) H3K9me3 demethylation, DELFIA europium; inhibition, % at 2.35 µM;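 active means more than half of a compound's replicate wells show inhibition beyond 50%, single wells judged on their own value; inconclusive means some, but no more than half, of replicates pass 50% inhibition; inactive means no replicate passes 50% inhibition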;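 further: signal counts dimethyl H3K9 product captured on neutravidin plate; 0% = median of DMSO wells and 100% = 0.3 times that DMSO median; strong numbers were not always called active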
Target sequence (Q9H3R0 1-420 limits assumed): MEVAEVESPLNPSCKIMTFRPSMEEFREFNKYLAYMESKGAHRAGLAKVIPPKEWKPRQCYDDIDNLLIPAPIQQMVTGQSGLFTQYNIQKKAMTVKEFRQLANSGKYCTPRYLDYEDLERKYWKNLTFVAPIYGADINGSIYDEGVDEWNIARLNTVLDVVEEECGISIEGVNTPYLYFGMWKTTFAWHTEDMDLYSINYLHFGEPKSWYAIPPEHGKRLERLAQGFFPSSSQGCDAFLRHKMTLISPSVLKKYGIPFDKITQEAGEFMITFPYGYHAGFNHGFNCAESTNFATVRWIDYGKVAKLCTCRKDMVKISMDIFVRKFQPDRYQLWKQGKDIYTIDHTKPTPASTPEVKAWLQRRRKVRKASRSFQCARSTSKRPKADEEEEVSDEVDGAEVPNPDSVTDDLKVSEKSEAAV
LAP4-GFP MLPCN = modulators of TOR pathway LAP4-GFP in S. cerevisiae; S. cerevisiae LAP4-GFP multiplex, flow cytometry GFP, 3 h; median GFP as percent of DMSO wells; actives 0.34% (n = 320,000); GFP response vs DMSO, % at 10 µM;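 active means GFP response vs DMSO above a set limit, about the screen mean plus 3 SD, cut at about 150% in these data; inconclusive means under 70 cell events counted for the yeast strain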
RPL19A TOR yeast = alters RPL19A-GFP fluorescence in TOR pathway yeast screen. S. cerevisiae RPL19A-GFP strain, flow cytometry, 3 h; stronger effect = lower value. percent response vs DMSO, % at 10 µM. actives 0.3% (n = 330,000). AID 2025;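 active means percent response vs DMSO below 50%; inconclusive means fewer than 70 events counted for the yeast strain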;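 further: median channel GFP fluorescence of the barcoded RPL19A-GFP strain; ratio of sample median GFP to plate DMSO average so 100% = DMSO; lower means less RPL19A-GFP as with rapamycin TOR inhibition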
AGP1 TOR yeast = modulators of TOR pathway AGP1-GFP in S. cerevisiae; GFP response vs DMSO, % at 10 µM; actives 0.02% (n = 320,000); S. cerevisiae AGP1-GFP multiplex flow cytometry, 3 h; GFP as percent of DMSO wells;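 active means GFP response relative to DMSO above a set limit, near screen average plus 3 SD, cut at about 150% in these data; inconclusive means fewer than 70 cells counted for the yeast strain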;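 further: median GFP channel fluorescence of the gated AGP1 strain per well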
Active calls of the source: *; ? = inconclusive; / = not tested or not shown; [ ] = remark or other dose.

compound	RPL19A TOR yeast	MEP2-GFP yeast	LAP4-GFP MLPCN	CIT2-GFP yeast	GASC-1 inh	VLA-4 inh	GRK2 aptamer HTS	AGP1 TOR yeast
CC(C)(C)C(=O)N1CCN(c2nc3ccccc3o2)CC1	96.6	99.6	102.8	92.3	6.5	1.7	8.0	94.1
COc1ccc(S(=O)(=O)N2CCN(C)CC2)c(C)c1	101.0	103.5	104.6	98.4	0.2	6.3	0.0	99.2
COc1ccc(CN2CC(=O)N(c3ccc(C)cc3)C2=S)cc1OC	96.9	97.1	95.6	98.1	1.9	-12.1	0.0	97.6
CCOC(=O)N1CCN(C(=O)CSc2ccc(-c3ccccc3)nn2)CC1	97.2	101.5	109.4	100.2	-1.0	3.4	/	100.7
CC12CCCCC1(O)[N+](=O)C1=C(CCCC1)N2[O-] (stereo not drawn)	93.5	99.6	90.8	99.8	-5.6	-14.0	1.0	94.3
COC(=O)c1cc(Cl)c(NC(=O)c2cc(OC)c(OC)c(OC)c2)cc1OC	100.7	101.5	94.2	98.6	-1.9	-11.8	4.0	99.2
CC(C)N1C(=O)CC(Nc2ccc(N3CCOCC3)cc2)C1=O (stereo not drawn)	99.0	101.5	96.9	97.7	-3.2	-0.1	0.0	94.7
COc1ccccc1C(=O)NCCCCNC(=O)c1ccccc1OC	104.6	107.5	103.9	107.1	164.7	-0.8	1.0	108.9
CN1CCN(CC(=O)Nc2nc3c(s2)CCCC3)CC1	99.0	105.8	116.4	100.8	13.3	-4.8	0.0	106.2
CC[n+]1c(/C=C/c2ccc(OC)c(OC)c2)ccc2ccccc21	102.7	107.7	94.4	100.8	-4.2	-18.2	1.0	100.1
CCSC1(SCC)N=C(N)C2(C#N)C(c3ccc(OC)c(OC)c3OC)C12C#N (stereo not drawn)	98.9	103.1	103.2	99.8	-0.3	22.4	2.0	100.9
c1n[nH]c(NC2=NCCC2)n1	99.6	103.3	104.4	106.1	0.7	-11.3	3.0	100.9
Cc1ccc(C(=O)c2c(NC(=O)c3ccccc3C)sc(C)c2C)cc1	95.8	98.8	93.1	94.0	3.9	-2.2	0.0	96.2
CCOC(=O)c1cn2nc(N3CCCC3)ccc2n1	99.6	92.0	104.6	96.9	-22.1	6.8	1.0	98.9
O=C1C2=C(SCCS2)C(=O)N1CCCO	102.6	113.8	112.7	102.0	6.3	2.3	3.0	105.2

2 consecutive entries already listed:
compound	RPL19A TOR yeast	MEP2-GFP yeast	LAP4-GFP MLPCN	CIT2-GFP yeast	GASC-1 inh	VLA-4 inh	GRK2 aptamer HTS	AGP1 TOR yeast
Cc1ccc(C(=O)c2c(NC(=O)c3ccccc3C)sc(C)c2C)cc1	95.8	98.8	93.1	94.0	3.9	-2.2	0.0	96.2
CCOC(=O)c1cn2nc(N3CCCC3)ccc2n1	99.6	92.0	104.6	96.9	-22.1	6.8	1.0	98.9

Following part
compound	RPL19A TOR yeast	MEP2-GFP yeast	LAP4-GFP MLPCN	CIT2-GFP yeast	GASC-1 inh	VLA-4 inh	GRK2 aptamer HTS	AGP1 TOR yeast
COCCCNC(=O)C(=O)NCCCOC(C)C	80.3	76.7	78.2	78.4	-7.9	-5.5	0.0	81.9
C[C@H](NC(=O)c1ccccc1F)C(=O)N1CCC2(CC1)NCCc1[nH]cnc12	92.1	88.7	89.0	92.2	-0.3	7.0	2.0	92.6
O=C(NCCCN1CCCC1=O)c1ccc(NS(=O)(=O)c2ccc(F)cc2)cc1	90.8	92.0	93.4	97.8	4.6	2.2	4.0	93.8
CC(C)=NNc1nc2c(c(=O)n(C)c(=O)n2C)n1C	96.8	112.1	103.8	98.2	5.7	2.7	0.0	103.0
COc1cc2c(cc1OC)C(C)N(C(=O)c1cccs1)CC2 (stereo not drawn)	98.5	90.2	95.3	92.6	5.8	5.8	81.0*	93.9
C=CCON1C(=O)C(=O)N(OCC=C)[C@H]2CCCC[C@H]21	100.6	107.2	109.4	96.6	-4.5	13.9	0.0	106.5
CC(=O)Nc1cccc(/C(C)=N/NC(=O)c2cccs2)c1	100.6	102.0	83.9	99.4	-5.6	1.0	0.0	95.9
Cc1cccc(NC(=O)c2c(O)c3ccccc3n(C)c2=O)c1	100.8	103.5	83.7	104.0	2.7	21.2	0.0	98.5
N#C/C(=C/c1ccc(N2CCCCCC2)o1)c1cccc(F)c1	96.3	104.0	114.3	92.5	-0.7	23.7	0.0	90.2
O=C(CN1CCCCCC1)Nc1ccccc1Cl	105.7	104.4	93.5	109.7	2.1	1.1	0.0	103.5
CO/N=C(\Cn1ncc(N2CCCC2)c(Cl)c1=O)c1ccc(Cl)cc1	94.0	97.4	122.8	94.3	-17.9	15.6	0.0	70.6
Cc1ccc(Oc2ncccc2NC(=O)CC2(CC(=O)O)CCCC2)c2c1CCC2	107.5	105.0	113.8	98.3	-9.3	11.7	0.0	112.1
O=C(NCC1CCCO1)c1cc(C(=O)c2ccc(Cl)cc2Cl)c[nH]1 (stereo not drawn)	90.2	?	93.7	88.1	-1.2	7.0	3.0	?
COc1ccc(-n2cc(-c3ccc(Br)cc3)[nH]c2=S)cc1	98.5	104.5	101.8	103.6	11.7	-0.8	1.0	98.5
Cc1ccc(-c2csc(NC(=O)c3ccc([N+](=O)[O-])o3)n2)cc1	96.4	103.4	115.0	89.3	0.6	29.2	3.0	80.4

Next section
compound	RPL19A TOR yeast	MEP2-GFP yeast	LAP4-GFP MLPCN	CIT2-GFP yeast	GASC-1 inh	VLA-4 inh	GRK2 aptamer HTS	AGP1 TOR yeast
COc1cccc(NC(=O)CN(C)CC(=O)Nc2ccc(C)cc2Cl)c1	105.4	112.2	100.3	110.2	4.2	-6.5	1.0	104.8
Cc1ccc(C(=O)Nc2ncccc2C)cc1S(=O)(=O)N1CCOCC1	99.0	101.8	102.6	92.9	6.5	-1.1	3.0	99.3
CC1CCC(NC(=O)CSc2nncn2C)CC1 (stereo not drawn)	101.2	102.4	97.2	98.7	-5.5	1.7	1.0	99.0
O=C1C2C3C=CC(C4CC34)C2C(=O)N1c1cccc2ccccc12 (stereo not drawn)	106.8	102.8	91.5	98.5	2.4	6.7	0.0	103.9
Cc1ccc(OS(=O)(=O)c2ccc(N3C(=O)CCC3=O)cc2)cc1	102.1	103.6	108.7	95.3	-0.6	-0.7	0.0	105.1
O=S1(=O)CC(O)C(Nc2ccc(Cl)cc2)C1 (stereo not drawn)	90.0	98.9	85.4	96.6	5.2	4.6	2.0	94.1
COc1ccc(C(=O)NC(C)C2CC3CCC2C3)cc1 (stereo not drawn)	92.4	88.2	75.0	83.7	-0.6	-6.3	3.0	93.0
CC(=O)Nc1ccc(S(=O)(=O)NCc2cc(=O)n(C)c(=O)n2C)cc1	102.9	105.4	98.5	104.3	-3.0	-100.6	0.0	110.2
Cc1cccc(NC(=O)C2CCN(C(=O)NCc3ccccc3)CC2)c1C	98.2	103.6	95.0	101.9	1.0	3.1	0.0	101.5
CCc1cccc(OCC(=O)Nc2ccc(S(=O)(=O)Nc3ccccn3)cc2)c1	93.6	88.8	100.8	87.8	-2.2	24.5	0.0	95.2
CCN(CC)S(=O)(=O)c1ccc2c(c1)c(=O)c(C(=O)NCc1cccs1)cn2C	101.8	101.9	96.9	99.6	6.8	-5.4	19.0	101.0
Clc1nn2cnnc2c2ccccc12	91.9	98.5	98.5	98.1	1.8	5.8	2.0	94.7
COC(=O)/C=C1\NCCNC1=O	106.1	111.0	106.9	106.1	-4.7	0.4	1.0	106.2
CCCN1C(=O)/C(=C/c2ccc(C)o2)SC1=Nc1ccc(OC)cc1	90.1	98.3	115.1	88.8	-2.5	-11.9	0.0	85.0
Cc1cc(C)n(-c2nc3c(c(=O)[nH]c(=O)n3C)n2Cc2cccc(Br)c2)n1	94.0	99.1	96.7	101.1	0.0	54.2*	2.0	/

A few values from the list.
Entry of Clc1nn2cnnc2c2ccccc12 under GASC-1 inh: 1.8
Entry of CCCN1C(=O)/C(=C/c2ccc(C)o2)SC1=Nc1ccc(OC)cc1 under AGP1 TOR yeast: 85.0
Entry of CC(=O)Nc1ccc(S(=O)(=O)NCc2cc(=O)n(C)c(=O)n2C)cc1 under VLA-4 inh: -100.6
Entry of O=S1(=O)CC(O)C(Nc2ccc(Cl)cc2)C1 (stereo not drawn) under AGP1 TOR yeast: 94.1
Entry of Cc1cccc(NC(=O)C2CCN(C(=O)NCc3ccccc3)CC2)c1C under AGP1 TOR yeast: 101.5

(next part)
compound	RPL19A TOR yeast	MEP2-GFP yeast	LAP4-GFP MLPCN	CIT2-GFP yeast	GASC-1 inh	VLA-4 inh	GRK2 aptamer HTS	AGP1 TOR yeast
Cc1ccc(S(=O)(=O)N2CCCC2)cc1[N+](=O)[O-]	95.8	100.0	102.5	100.7	0.3	10.8	0.0	102.8
CCOC(=O)N1CCC(NC(=O)Cc2cn(C)c3ccccc23)CC1	100.8	99.9	98.3	105.3	-0.1	3.9	0.0	104.8
COc1ccc(Nc2cc(Nc3cccc(OC)c3)ncn2)cc1	94.5	89.5	100.4	93.2	-15.8	0.2	0.0	91.8
CS(=O)(=O)N(CC(=O)Nc1ccccc1C(=O)N1CCOCC1)c1cccc(F)c1	99.8	99.0	92.0	96.7	-5.1	-0.9	0.0	95.5
Cc1ccc(-c2csc3ncnc(-n4nc(C)cc4N)c23)cc1	92.0	97.0	89.0	88.1	-6.7	8.3	0.0	91.9
CSc1cccc(NC(=O)C2CCCN(S(=O)(=O)c3cccs3)C2)c1 (stereo not drawn)	16.1*[may fluoresce violet]	?	?	?	-10.2	2.6	0.0	?
CN(C)CCn1c(C(=O)Nc2ccccc2)cc2ccccc21	89.0	100.4	94.5	90.1	-0.9	-1.8	0.0	89.1
COc1ccc(C(C[N+](=O)[O-])c2c(C)[nH]c3ccccc23)cc1OC (stereo not drawn)	104.3	98.6	104.5	95.3	-7.8	-13.1	3.0	93.3
O=C(NCCS(=O)(=O)N1CCCCCC1)c1ccccc1	98.0	93.2	102.1	102.5	-3.7	1.9	1.0	103.1
Cc1ccc(NC(=O)CN2CCN(C)CC2)cc1S(=O)(=O)N1CCOCC1	92.9	98.2	105.8	98.9	4.4	0.8	0.0	105.2
